# Assay outcomes as filed in PubChem BioAssay.
# CRFR2-BP ag: CRF-BP/CRF-R2 complex agonism; activation, % at 13.2 µM; 350,000 compounds, 0.46% hits; HEK293 CRF-R2/CRF-BP, calcium dye fluorescence (FLIPR); percent of saturating CRF peptide response;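 active = activation of at least 50%, plus an integration ratio under a set limit after plate pattern correction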;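 also: plate controls were neutral control wells without compound for no effect and CRF at EC100 for full effect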
# CHRM4 PAM: potentiates acetylcholine response at human M4 receptor; 360,000 compounds, 0.4% hits; AID 624126; CHO-K1 hM4/Gqi5, Fluo-8 calcium fluorescence, ACh EC20; 0% = ACh EC20, 100% = maximal ACh; activation, % at 3 µM;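 active = activation above its plate's cutoff, the mean activation of sample wells plus 3 SD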; also: some results filed as inactive read as strong as hits
# Target sequence (P08173 whole entry, looked up): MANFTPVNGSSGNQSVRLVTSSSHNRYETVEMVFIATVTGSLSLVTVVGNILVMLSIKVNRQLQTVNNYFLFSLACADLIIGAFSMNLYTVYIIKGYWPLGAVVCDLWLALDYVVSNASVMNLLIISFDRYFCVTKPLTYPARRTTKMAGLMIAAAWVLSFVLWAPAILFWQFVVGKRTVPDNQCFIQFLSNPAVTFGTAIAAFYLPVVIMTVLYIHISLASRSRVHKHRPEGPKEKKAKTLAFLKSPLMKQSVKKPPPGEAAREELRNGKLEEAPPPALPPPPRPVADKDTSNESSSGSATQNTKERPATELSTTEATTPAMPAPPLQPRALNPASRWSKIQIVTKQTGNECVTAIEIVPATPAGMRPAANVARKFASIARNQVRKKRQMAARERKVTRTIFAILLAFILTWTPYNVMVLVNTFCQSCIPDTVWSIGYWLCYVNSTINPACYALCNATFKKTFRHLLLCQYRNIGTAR
# M5 antag: CHRM5 antagonism in calcium assay; P08912; CHO-hM5 cells, Fluo-8 calcium fluorescence, ACh EC80; inhibition, % at 3 µM; 360,000 compounds, 0.59% hits;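 active = inhibition above a per-plate cutoff, the mean of that plate's test compounds plus 3 SD, cut at about 27% in these data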;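 also: 0% = acetylcholine EC80 with DMSO and 100% = DMSO without agonist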
# TAAR1 antagonist: antagonists of human TAAR1; Q96RJ0; CHO RD-HGA16 TAAR1, Fluo-8 calcium fluorescence, antagonist; inhibition, % at 3 µM; 360,000 compounds, 1.5% hits; AID 624466;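 active = inhibition above a per-plate cutoff, the mean inhibition of test compounds on that plate plus 3 SD, cut at about 49% in these data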;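 also: 0% = DMSO plus EC80 beta-PEA response and 100% = DMSO alone without agonist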
# Target sequence (Q96RJ0 whole entry, looked up): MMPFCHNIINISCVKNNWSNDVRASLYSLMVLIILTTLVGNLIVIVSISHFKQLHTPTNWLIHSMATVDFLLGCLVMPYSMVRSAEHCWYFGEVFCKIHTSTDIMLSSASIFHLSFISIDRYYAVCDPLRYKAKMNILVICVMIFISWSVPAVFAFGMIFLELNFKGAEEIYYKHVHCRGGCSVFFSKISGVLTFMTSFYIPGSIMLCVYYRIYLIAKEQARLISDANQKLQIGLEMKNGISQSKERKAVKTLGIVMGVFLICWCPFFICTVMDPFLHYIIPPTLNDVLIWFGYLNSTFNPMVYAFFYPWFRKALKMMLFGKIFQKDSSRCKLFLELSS
#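 test system = CHO RD-HGA16 cells bearing hTAAR1 | replication = singlicate | controls = DMSO-only wells and EC80 β-PEA-stimulated wells | reagent = EC80 β-phenethylamine stimulus | read-out basis = percent inhibition of PEA-evoked calcium signal, max/basal emission ratio | schedule = seeding 17-24 h prior, 75-min 37 °C, 30-min RT dye loading | signal = kinetic Fluo-8 calcium fluorescence measurement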
# CHO-K1 Ca PAM: counter-screen for M1 PAMs: effect in parental CHO-K1 cells | ATP EC20, Fluo-8 calcium fluorescence; 0% at ATP EC20, 100% at ATP max | activation, % at 3 µM | 360,000 compounds, 0.02% hits;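 active = activation above the run cutoff, the mean activation of all test compounds plus 3 SD, cut at about 40% in these data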;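 also: peak over basal fluorescence ratio in a 140 s read after ATP addition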
# CRFR2-BP antag: antagonists of CRF-binding protein/CRF-R2 receptor complex | HEK293 CRF-R2/CRF-BP, CRF-induced calcium fluorescence | inhibition, % at 11.8 µM | 350,000 compounds, 0.59% hits | AID 588475;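 active = inhibition of the ligand-induced calcium signal above about 50% at the single tested concentration, limit read from the data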
# TAAR1 ag: human TAAR1 agonism; Q96RJ0; 360,000 compounds, 0.99% hits; AID 624467; CHO RD-HGA16 TAAR1, Fluo-8 calcium fluorescence; vehicle wells 0%, saturating PEA agonist 100%; activation, % at 3 µM;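 active = activation above the mean activation of all test compounds in the run plus 3 SD, cut at about 38% in these data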
#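 Signal – calcium-sensitive Fluo-8 signal, excitation 470-495, emission 515-575 nm · System – RD-HGA16 (CHO) cells co-expressing Gα16 and hTAAR1 · Incubation – 17-24 h seeding, 75 min 37 °C dye, 30 min RT · Compound dosing – 3 µM single concentration · Repeats – no replicates (n 1)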
# CHRM5 agonist: CHRM5 agonism in calcium assay | activation, % at 3 µM | P08912 | AID 624037 | 360,000 compounds, 0.19% hits | CHO-K1 hM5 cells, Fluo-8 calcium fluorescence; 0% DMSO wells, 100% maximal acetylcholine response;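 active = activation above the run's mean over test compounds plus 3 SD, cut at about 23% in these data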;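 also: signal is peak over basal fluorescence ratio across the kinetic read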
# CHRM5 PAM: CHRM5 positive allosteric modulation. 360,000 compounds, 0.3% hits. CHO-K1 hM5, Fluo-8 calcium, ACh EC20 PAM; 0% = ACh EC20, 100% = ACh EC100. P08912. activation, % at 3 µM. AID 624038;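 active = activation above the run cutoff, the mean activation of all test compounds plus 3 SD, cut at about 18% in these data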
#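 Assay system – human M5 receptor in CHO-K1 cells · Read-out – % activation, ACh-normalized · Technique – Fluo-8 calcium fluorescence · Dosing – single-point, 3 µM nominal · Incubation – Fluo-8 loading 80 min at 37 °C plus 30 min room temperature · Repeats – singlicate, one well per test compound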
# Active calls of the source: *. Compounds as they come; 4.2% or so of the library scored in one or more.
SMILES,CRFR2-BP ag,CHRM4 PAM,M5 antag,TAAR1 antagonist,CHO-K1 Ca PAM,CRFR2-BP antag,TAAR1 ag,CHRM5 agonist,CHRM5 PAM
CC(C)(C)NC(=O)C(=O)NNC(=O)C12CC3CC(CC(C3)C1)C2,-4.6,2,-2,-2,20,29,7,1,5
Cc1ccc(NC(=O)COC(=O)C2C3CC4OC(=O)C2C4C3)cc1 (stereo not drawn),0.4,7,-1,5,13,-4,6,-1,0
C=CCNC(=O)C1CC(=O)N(c2ccc(Br)cc2)C1 (stereo not drawn),-0.9,-3,4,-6,5,-26,0,-4,-5
Cn1cnc2c1c(=O)n(Cc1ccccc1)c(=O)n2C,-4.3,4,0,-12,12,-13,5,0,1
Cc1ccc2oc(C(=O)N(C)Cc3cnccn3)c(C)c2c1,0.2,10,-6,-12,-9,-6,0,-2,6
Cn1cc(/C=N/NC(=O)c2cccc([N+](=O)[O-])c2)c2ccccc21,0.1,-2,-6,-17,15,-2,1,-1,-2
O=C(NCCN1CCOCC1)c1cccc(Br)c1,-1.2,-7,-2,-29,7,-6,1,3,3
CC1CN(S(=O)(=O)c2ccccc2)CN1C(=O)N1CCOCC1 (stereo not drawn),-0.3,2,-4,-6,29,-5,-1,0,5
CCOC(=O)c1ccccc1NC(=O)COC(=O)c1c(CC)noc1C,-1.1,10,9,25,-10,16,-1,1,-4
CC(C)(C)OC(=O)N1CCC[C@H]1c1nnc(SCc2ccccc2Cl)o1,-2.0,-5,-7,-6,-5,2,8,-5,-5
COc1cccc(NC(=O)CN(C)C(=O)CNC(=O)c2ccc(C)s2)c1,-0.7,1,8,-23,18,-7,3,-1,3
Cc1cc2ccccn2c1C(=O)c1nc(NCc2ccco2)ncc1Cl,0.6,-2,0,18,23,-9,-1,-9,-2
CO/N=C\CC(=O)Nc1ccc(Cl)c(Cl)c1,-0.9,10,6,17,6,-20,11,-2,-6
CC(C)c1ccc(C2(C)NC(=O)N(CC(=O)N3CCN(C(=O)c4cccs4)CC3)C2=O)cc1 (stereo not drawn),-0.3,2,6,-3,0,5,4,6,2
Cc1occc1C(=O)NC1CCCCCCC1,-1.4,6,0,2,-1,1,0,-5,2
CCOC(=O)N1CCN(c2cc(=O)n(-c3ccccc3C)c(=O)[nH]2)CC1,-0.2,-7,-6,2,-9,2,0,7,3
CCn1c(=O)c(C(=O)Nc2cccnc2)c(O)c2ccccc21,0.4,10,-3,-9,13,5,7,0,9
CC(C)(C)C(=O)[C@@H]1[C@@H]2C(=O)N(C3CCCCC3)C(=O)[C@@H]2[C@H]2c3ccccc3C=CN12,2.0,5,3,2,17,-10,7,-1,0
COc1cc(NC(=O)C2CCCO2)c(OC)cc1Cl (stereo not drawn),-4.1,8,5,-4,24,15,7,-3,9
O=C1C(Cl)=C(N2CCCCC2)C(=O)N1c1ccccc1,1.7,1,2,10,13,5,26,-4,3
Cc1ccc(S(=O)(=O)N2CCC(C(=O)OC(C)C(=O)NC3CCCCC3C)CC2)cc1C (stereo not drawn),-0.1,-5,18,2,6,-11,1,0,0
Cc1c(C(=O)C(=O)N2CCN(Cc3ccc4c(c3)OCO4)CC2)c2ccccc2n1C,1.3,0,2,-21,7,-7,3,-4,-4
COc1ccc(C(=O)NC(=O)Nc2ncccc2C)cc1,0.8,17,0,15,0,-15,2,1,1
CCOc1ccc(C(C(=O)NC(C)(C)C)N(CCOC)C(=O)CCC(=O)Nc2ccccn2)cc1 (stereo not drawn),-1.8,15,0,8,2,12,-5,-1,4
CCCN(CC(=O)Nc1ccccc1OC)C(=O)Cn1[nH]c(=O)c2ccccc2c1=O,-0.2,7,11,-5,17,-7,4,-2,2

# The list continues:
SMILES,CRFR2-BP ag,CHRM4 PAM,M5 antag,TAAR1 antagonist,CHO-K1 Ca PAM,CRFR2-BP antag,TAAR1 ag,CHRM5 agonist,CHRM5 PAM
O=C(NCc1ccncc1)c1ccccc1Nc1ccc(SC(F)F)cc1,-0.3,-19,-2,27,-2,0,2,-4,-12
O=C(N/N=C/c1cccs1)[C@H]1C[C@@H]1c1ccccc1,8.3,9,1,11,33,15,0,-1,1
O=C(CSc1nc2c(sc3ccccc32)c(=O)n1CCCN1CCOCC1)NCC1CCCO1 (stereo not drawn),-0.7,-1,7,-32,14,-11,2,5,5
O=S(=O)(NCC1CCCO1)c1cc(Cl)ccc1Br (stereo not drawn),-0.8,1,4,-2,10,-8,7,-1,2
N=c1n(Cc2ccc(Cl)cc2)c2ccccc2n1CC(O)c1ccco1 (stereo not drawn),2.8,-4,3,3,24,-11,10,-9,-9
O=C(c1ccc2ccccc2c1)N1CCN(c2ccccc2)CC1,-0.1,2,10,12,6,-10,9,0,-2
Cc1ccccc1OCCC(=O)OCC(=O)N1c2ccccc2NC(=O)C1(C)C,-2.9,3,-2,2,-9,34,0,1,6
CNc1ncc(C(=O)c2ccc(F)cc2)s1,0.2,14,0,1,-3,18,1,-1,-6
CCOc1ccc(CCNC(=O)CCC(=O)N2CCSc3ccccc32)cc1OCC,-2.3,-4,3,45,1,16,8,4,-11
Cc1c(-c2cccs2)[n+](=O)c2c(n1[O-])CCC2,0.9,1,4,6,9,-9,3,-1,1
CCCCc1nnc(NC(=O)CCS(=O)(=O)Cc2ccccc2)s1,8.6,5,-8,3,1,-4,0,-3,11
CC1Cc2ccccc2N1C(=O)COC(=O)Cn1cnc2ccccc2c1=O (stereo not drawn),-4.6,-2,-6,8,-1,-1,0,1,3
CCOc1ccc(NC(=O)c2cccs2)c([N+](=O)[O-])c1,-0.3,-3,5,4,-7,-1,2,-2,-2
Cc1cc(/C=N/n2cnnc2)c(C)n1-c1ccc(OCc2ccc(Cl)cc2)cc1,-2.3,-12,25,47,4,12,15,-5,-15
Cc1ccc(Nc2cc(C)nc3ccc(C)cc23)cc1,-0.2,-4,10,-1,17,-1,0,-11,4
CC(C)OCCCNC(=O)C(=O)NCCCOC(C)C,0.6,8,-5,-16,-6,-14,1,0,7
CCOC(=O)c1ccc(N2C(=O)C(O)=C(C(C)=O)C2c2ccc(O)c(OC)c2)cc1 (stereo not drawn),0.8,9,-1,-11,-2,5,8,-1,-1
Cc1ccn(C(=O)c2ccc(NC(=O)C3CCCCC3)cc2)n1,-3.6,14,-5,4,12,54*,15,-1,6
Cc1cccc2c1NC(=O)C2=O,-0.2,5,5,-11,-8,-2,1,-1,-1
COc1ccc(-c2ccc(CN3C(C(C)C)C(=O)N(Cc4cn(CCC5OCCO5)nn4)CCS3(=O)=O)cc2)cc1 (stereo not drawn),2.7,1,0,4,9,-23,4,0,1
COc1ccc(S(=O)(=O)NCCC(=O)NCc2cccs2)cc1,2.7,1,3,-1,-2,-11,6,-1,2
Cc1cccc(NC(=O)CCNC(=O)c2ccc(Br)cc2)c1,-0.6,-2,11,-2,4,15,6,-2,-2
Cn1nc(C(C)(C)C)cc1C(=O)NN1CCOCC1,0.9,3,2,-25,-4,-11,8,-2,-1
O=C(NNC(=S)Nc1ccc(F)cc1)C1CC1c1ccc(Cl)cc1 (stereo not drawn),2.2,3,-2,5,16,-13,5,4,8
CCc1ccc(C(=O)/C=C/c2cnn(C)c2C)s1,-2.1,-6,-1,8,12,34,5,-2,-4

# New compounds follow:
SMILES,CRFR2-BP ag,CHRM4 PAM,M5 antag,TAAR1 antagonist,CHO-K1 Ca PAM,CRFR2-BP antag,TAAR1 ag,CHRM5 agonist,CHRM5 PAM
CS(=O)(=O)c1ccccc1C(=O)N1CCN(Cc2ccccc2)CC1,2.1,12,-12,-2,22,-26,4,-6,6
Nc1cc(=O)[nH]c(=O)n1CC1CC1,1.1,15,9,7,8,12,4,0,2
O=C(NCc1ccco1)/C(=C/c1ccc(C(F)(F)F)cc1)c1nc2ccccc2[nH]1,0.4,4,-5,-6,20,-24,1,1,2
CC(=O)n1cc(/C=N/NC(=O)c2sc(C)nc2C)c2ccccc21,0.1,2,9,8,6,5,6,-8,4
O=C(Nc1sc2c(c1C(=O)O)CCC2)c1ccccc1Cl,-0.3,1,-16,-2,7,18,-1,2,1
Cc1cc(C)n(C(=O)CN2C(=O)c3ccccc3C2=O)n1,0.8,7,0,-13,8,-3,4,2,8

# Part of the list above, with values under each structure:
# Order of values – CRFR2-BP ag	CHRM4 PAM	M5 antag	TAAR1 antagonist	CHO-K1 Ca PAM	CRFR2-BP antag	TAAR1 ag	CHRM5 agonist	CHRM5 PAM
> Cc1cccc2c1NC(=O)C2=O
 : -0.2	5	5	-11	-8	-2	1	-1	-1
> COc1ccc(-c2ccc(CN3C(C(C)C)C(=O)N(Cc4cn(CCC5OCCO5)nn4)CCS3(=O)=O)cc2)cc1 (stereo not drawn)
 : 2.7	1	0	4	9	-23	4	0	1
> COc1ccc(S(=O)(=O)NCCC(=O)NCc2cccs2)cc1
 : 2.7	1	3	-1	-2	-11	6	-1	2
> Cc1cccc(NC(=O)CCNC(=O)c2ccc(Br)cc2)c1
 : -0.6	-2	11	-2	4	15	6	-2	-2
> Cn1nc(C(C)(C)C)cc1C(=O)NN1CCOCC1
 : 0.9	3	2	-25	-4	-11	8	-2	-1
> O=C(NNC(=S)Nc1ccc(F)cc1)C1CC1c1ccc(Cl)cc1 (stereo not drawn)
 : 2.2	3	-2	5	16	-13	5	4	8
> CCc1ccc(C(=O)/C=C/c2cnn(C)c2C)s1
 : -2.1	-6	-1	8	12	34	5	-2	-4
> CS(=O)(=O)c1ccccc1C(=O)N1CCN(Cc2ccccc2)CC1
 : 2.1	12	-12	-2	22	-26	4	-6	6
> Nc1cc(=O)[nH]c(=O)n1CC1CC1
 : 1.1	15	9	7	8	12	4	0	2
> O=C(NCc1ccco1)/C(=C/c1ccc(C(F)(F)F)cc1)c1nc2ccccc2[nH]1
 : 0.4	4	-5	-6	20	-24	1	1	2
> CC(=O)n1cc(/C=N/NC(=O)c2sc(C)nc2C)c2ccccc21
 : 0.1	2	9	8	6	5	6	-8	4
> O=C(Nc1sc2c(c1C(=O)O)CCC2)c1ccccc1Cl
 : -0.3	1	-16	-2	7	18	-1	2	1
> Cc1cc(C)n(C(=O)CN2C(=O)c3ccccc3C2=O)n1
 : 0.8	7	0	-13	8	-3	4	2	8
